UPR XBP1 act – activators of adaptive XBP1 UPR arm, primary screen, cell-based, CHO-XBP1 luciferase reporter, luminescence, uHTS; IRE1-XBP1 UPR activation; percent of tunicamycin response, DMSO as zero; activation, % at 20 µM; 330,000 tested, 0.33% active; AID 463104, 2010;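 active = versus positive control, 20 µM dose yields 30% or more activation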;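 also: 100% = tunicamycin at 10 µg/mL and 0% = DMSO only wells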
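Material: CHO-XBP1 cells stably carrying IRE1-XBP1-driven luciferase reporter / Amount: 1000 cells per well / Compound: 20 µM, 1% DMSO / Times: 6 h treatment, 37 °C / Detection: luciferase luminescence / Measure: % activation of reporter signal versus tunicamycin and DMSO controls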
UPR CHOP act – activators of apoptotic CHOP UPR arm, primary screen, cell-based, CHO-CHOP luciferase reporter, luminescence, uHTS; UPR activation; percent of tunicamycin response over DMSO baseline; activation, % at 10 µM; 330,000 tested, 0.34% active;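 active = at 10 µM dose, activation of 40% or more, normalized to positive control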;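 also: 100% = tunicamycin at 10 µg/mL and 0% = DMSO alone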
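Dosing – one dose, 10 µM in 0.5% DMSO · System – CHO-CHOP cells, stable luciferase reporter of PERK-eIF2a-CHOP signalling · Input – 500 cells/well · Control set – tunicamycin 10 µg/mL final as positive, DMSO-only wells as negative · Timing – 6 h compound treatment, 37 °C · Measure – % activation vs tunicamycin · Technique – luminescence read with Steady-Glo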
Mdm2-MdmX inh – inhibitors of human Mdm2-MdmX association, primary screen, cell-based, luminescence, split luciferase, SaOS-2, uHTS; AID 485346, 2010; SaOS-2 split-luciferase Mdm2/MdmX complementation; inhibition, % at 8 µM; Protein Mdm4 (Homo sapiens) + E3 ubiquitin-protein ligase Mdm2 (Homo sapiens), …; 330,000 tested, 3% active;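 active = inhibition of at least 50% at 8 µM in the primary screen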
CCR6 antag – CCR6 receptor antagonists, primary screen, cell-based, CHO-K1, luminescence, beta-arrestin, uHTS | AID 493098, 2011 | C-C chemokine receptor type 6 (Homo sapiens), P51684 | 340,000 tested, 0.49% active | inhibition, % at 20 µM | CHO-K1 CCR6 PathHunter beta-arrestin, CCL20-stimulated;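 active = compounds whose inhibition of the agonist-driven luminescence signal at 20 µM reaches about 50%, limit read from the data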;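 also: cells stimulated with CCL20 at 14 nM final; plate controls were DMSO with CCL20 for no effect and DMSO without agonist for full effect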
Target sequence (P51684 whole entry, looked up): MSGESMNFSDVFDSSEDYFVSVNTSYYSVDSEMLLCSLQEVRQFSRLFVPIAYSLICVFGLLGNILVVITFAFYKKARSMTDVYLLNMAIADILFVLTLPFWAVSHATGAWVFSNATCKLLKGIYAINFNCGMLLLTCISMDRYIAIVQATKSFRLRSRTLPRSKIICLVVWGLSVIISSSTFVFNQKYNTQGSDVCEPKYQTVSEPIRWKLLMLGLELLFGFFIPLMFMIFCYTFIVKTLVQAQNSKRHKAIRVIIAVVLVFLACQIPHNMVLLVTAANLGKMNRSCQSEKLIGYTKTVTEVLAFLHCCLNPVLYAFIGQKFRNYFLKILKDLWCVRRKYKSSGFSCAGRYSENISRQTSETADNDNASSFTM
APJ agonist – agonists of human apelin receptor APJ, primary screen, CHO-K1 cells, PathHunter beta-arrestin, luminescence | 0% DMSO wells, 100% apelin | 330,000 tested, 0.11% active | activation, % at 20 µM;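 active = activation more than six SD over the plate average, tested at 20 µM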;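 also: 0% = DMSO alone and 100% = apelin-13 at 10 nM; some results filed as inactive read as strong as hits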
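system = engineered CHO-K1 APJ arrestin reporter cells | input = 1000 cells per well | timing = overnight seeding, 90 min compound at 25 °C, 1 h detection | measured by = enzyme-fragment complementation luminescence | read-out = beta-arrestin recruitment to APJ as agonist activity, luminescent signal | control set = negative DMSO alone, positive Apelin-13 at 10 nM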
CXCR6 inh – CXCR6 receptor inhibitors, primary screen, cell-based, beta-arrestin, luminescence, CHO-K1 PathHunter, 1536-well; C-X-C chemokine receptor type 6 (Homo sapiens), O00574; inhibition, % at 20 µM; 360,000 tested, 0.36% active; AID 602244, 2012; in the data active = inhibition above about 34%, passing the limit was not always enough;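 also: antagonist mode with CXCL16 agonist at 10 nM final; 0% = 10 nM CXCL16 with DMSO and 100% = unstimulated wells without agonist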
APJ antagonist – antagonists of human apelin receptor APJ, primary screen, CHO-K1 cells, beta-arrestin complementation, luminescence. inhibition, % at 20 µM. 330,000 tested, 0.32% active;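 active = inhibition above about 40% at 20 µM, limit read from the data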;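 also: cells challenged with 10 nM apelin-13 agonist together with compound; plate controls were apelin-13 plus DMSO wells for no effect and DMSO wells lacking apelin-13 for full effect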
EBI2 antag – EBI2 receptor antagonists, beta-arrestin recruitment, primary screen, cell-based, luminescence, 7a,25-OHC stimulation, uHTS; 7a,25-OHC stimulated; 360,000 tested, 0.81% active; inhibition, % at 5 µM; in the data active = inhibition above about 38%;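 also: enzyme fragment complementation signal reports receptor beta-arrestin coupling in cells; 0% = agonist plus DMSO wells and 100% = wells without agonist; some results beyond the cut were filed as inactive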
Target sequence (P32249 whole entry, looked up, the tested form may be a part): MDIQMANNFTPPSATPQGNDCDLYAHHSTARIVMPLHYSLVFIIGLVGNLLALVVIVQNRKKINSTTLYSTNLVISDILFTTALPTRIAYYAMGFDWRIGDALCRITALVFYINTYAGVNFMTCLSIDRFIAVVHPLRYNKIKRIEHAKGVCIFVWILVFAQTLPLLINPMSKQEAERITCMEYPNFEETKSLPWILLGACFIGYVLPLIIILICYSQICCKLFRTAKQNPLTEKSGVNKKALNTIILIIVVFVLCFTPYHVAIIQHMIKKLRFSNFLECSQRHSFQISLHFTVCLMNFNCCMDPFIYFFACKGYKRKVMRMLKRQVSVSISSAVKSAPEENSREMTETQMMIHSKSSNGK
tim23-1 inh – growth inhibitors of tim23-1 mutant yeast, primary screen, luminescence, uHTS; 330,000 tested, 1.3% active; S. cerevisiae tim23-1 growth, BacTiter-Glo luminescence, 24 h; AID 463212, 2010; inhibition, % at 20 µM;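 active = growth inhibition of the mutant yeast at or above 50%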;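 also: temperature-sensitive mutant grown at 25 °C; plate controls were DMSO-treated mutant yeast for no effect and medium wells lacking yeast for full effect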
Starred values were filed as active, the others as inactive.

Value order – UPR XBP1 act	UPR CHOP act	Mdm2-MdmX inh	CCR6 antag	APJ agonist	CXCR6 inh	APJ antagonist	EBI2 antag	tim23-1 inh
COc1cccc(N=Cc2ccc(O)cc2O)c1
    -4	1.4	15	-12	-2	-4	-17	-2	4
Cc1ccccc1NC(=S)N(CCCN1CCOCC1)Cc1cccnc1
    -5	-1.2	20	-1	-2	-4	7	-2	-10
CCCc1sc(C(=O)Nc2nnc(C3CC3)s2)cc1CC
    4	0.9	31	9	1	3	11	-3	-4
CCC(=O)N1CCc2cc(S(=O)(=O)CCC(=O)Nc3cccc(C)n3)ccc21
    -1	2.1	12	-6	1	-4	-4	0	6
Cc1c(-c2cccc(Cl)c2)nc2ccccc2c1C(=O)OCC(=O)Nc1ccc2c(c1)OCO2
    -1	0.2	46	2	-2	2	-17	7	15
Cc1cc(-c2nnc(SCC(=O)NC3CC3)n2C(C)C)cs1
    -1	1.3	14	-7	-7	-12	10	-7	9
Cc1ccc(S(=O)(=O)N2CCOCC2)c(C)c1NS(C)(=O)=O
    -3	-2.2	2	11	-4	0	-4	-12	-6
O=C(NC1CCCCCC1)c1cccnc1Sc1ccccc1
    0	-0.8	-22	-1	-3	1	-16	-7	28
CCN(CC)S(=O)(=O)c1ccc(/C=C/C(=O)OCC#N)cc1
    -3	0.4	14	11	-2	4	7	5	11
COc1ccc(CNC(=O)C2CC(O)CN2C(=O)Nc2ccccc2)cc1 (stereo unspecified)
    -2	0.8	0	18	-3	-8	19	1	5
CC(=O)c1cccc(CN2CCN(Cc3ccccc3)C(CCO)C2)c1 (stereo unspecified)
    -1	0.4	-26	-1	0	-3	9	17	19
C=CCn1c(C)csc1=Nc1ccccc1C
    1	1.9	4	14	0	9	-11	-5	17
S=c1[nH]nc(-c2ccco2)n1Cc1ccccc1
    1	0.8	12	11	0	2	8	-12	22
C/C(Cn1nnc([N+](=O)[O-])n1)=N\NC(=O)c1ccc(Cl)c(Cl)c1
    0	-0.6	2	-1	8	-7	-83	-10	-65
Cc1ccc(C(C(=O)NC(C)(C)C)N(Cc2ccco2)C(=O)CCC(=O)Nc2ccccn2)cc1 (stereo unspecified)
    0	0.3	10	12	-4	13	8	-12	28
COc1ccc(S(=O)(=O)N2CCCc3ccccc32)cc1[N+](=O)[O-]
    -2	0.0	43	19	-2	12	0	3	23
COc1cccc(-c2nc(CS(=O)(=O)CC(=O)Nc3ccc(C(C)=O)cc3)c(C)o2)c1
    -4	1.2	28	16	-2	5	19	-1	27
CCOC(=O)C1CCCN(c2c(NCC3CCCO3)c(=O)c2=O)C1 (stereo unspecified)
    -1	0.5	23	1	1	5	1	-2	-5
Cc1ccc(-c2cc(C(=O)N/N=C/c3cccnc3)n[nH]2)o1
    1	2.4	-10	-1	9	19	-37	-7	-8
Nc1ccc(S(=O)(=O)NC2(C(F)(F)F)NC(=O)N(c3ccccc3F)C2=O)cc1 (stereo unspecified)
    -2	0.7	3	11	-1	3	12	-7	10

6 entries from above, arranged by their value in APJ antagonist, highest first.
| canonical_smiles | APJ antagonist |
| --- | --- |
| COc1cccc(-c2nc(CS(=O)(=O)CC(=O)Nc3ccc(C(C)=O)cc3)c(C)o2)c1 | 19 |
| CCCc1sc(C(=O)Nc2nnc(C3CC3)s2)cc1CC | 11 |
| Cc1cc(-c2nnc(SCC(=O)NC3CC3)n2C(C)C)cs1 | 10 |
| CC(=O)c1cccc(CN2CCN(Cc3ccccc3)C(CCO)C2)c1 (stereo unspecified) | 9 |
| CCC(=O)N1CCc2cc(S(=O)(=O)CCC(=O)Nc3cccc(C)n3)ccc21 | -4 |
| Cc1c(-c2cccc(Cl)c2)nc2ccccc2c1C(=O)OCC(=O)Nc1ccc2c(c1)OCO2 | -17 |

Further records
Value order – UPR XBP1 act	UPR CHOP act	Mdm2-MdmX inh	CCR6 antag	APJ agonist	CXCR6 inh	APJ antagonist	EBI2 antag	tim23-1 inh
O=C(Nc1ccc(F)cc1F)NC1CCN(Cc2c(F)cccc2Cl)CC1
    -2	-0.6	23	1	-1	3	-16	-3	0
S=C1SCN(Cc2cccnc2)CN1Cc1cccnc1
    -3	14	79*	-2	0	1	19	1	41
CCC1CCCCN1CC(=O)Nc1ccc2c(c1)OCCO2 (stereo unspecified)
    -1	0.6	-8	1	-5	-8	10	11	1
Cc1ccc(C2CC(c3cccs3)=NN2S(=O)(=O)c2ccc(C)cc2)cc1 (stereo unspecified)
    -1	2.9	17	3	3	2	-4	0	36
COc1ccc(CNC(=O)COc2ccc(C(=O)c3ccc(F)cc3)cc2)cc1
    4	56*	61*	12	-5	7	16	1	9
CCCCOc1ccc([N+](=O)[O-])cc1C(=O)O
    -2	-1.2	10	10	-3	5	-6	1	2
Cc1cc(O)cc(C)c1NS(=O)(=O)c1ccc2ccccc2c1
    0	2.0	-7	12	1	-3	-8	3	7
Cc1ccc(C(=O)NCC(=O)OCC(=O)Nc2ccc(Cl)cc2C(F)(F)F)cc1C
    0	0.3	-14	12	1	1	-11	3	23
O=C(N/C(=C\c1ccco1)C(=O)N1CCCC1)c1cccs1
    -1	-0.4	0	-17	-2	-1	2	-14	52*
Cc1ccc(Cn2c(SCC(C)C)nc3c2c(=O)n(C)c(=O)n3C)cc1
    -2	-0.6	24	23	-6	11	8	9	17
Cc1cc(C(F)(F)F)n2nc(-c3cccs3)cc2n1
    5	1.9	10	5	1	6	-8	-8	8
COc1cccc2cc(C(C)N(CCCN3CCOCC3)C(=S)Nc3ccc(C)c(C)c3)oc12 (stereo unspecified)
    -1	-0.7	19	4	5	7	-9	6	32
CCCN=C(C)c1c(-c2ccccc2)[nH]n(-c2nc3ccccc3s2)c1=O
    6	2.4	30	11	-6	10	-25	-8	26
CCC(=O)Nc1cc2nn(-c3ccc(OC)cc3)nc2cc1C
    -8	-4.8	-24	-9	-2	1	6	0	13
COc1ccccc1-c1cc2ccccc2[nH]1
    3	5.0	-13	1	-2	-7	-18	5	29
COCCNC(=O)C1CCCN(S(=O)(=O)c2ccc3c(c2)CC(C)N3C(=O)C2CC2)C1 (stereo unspecified)
    -3	0.8	-21	-5	-3	-2	-34	-6	12
Cc1ccc(-n2c(C)nnc2SCC(=O)Nc2ccccc2)cc1
    -2	-0.3	-16	-3	-2	-9	18	-11	13
COC(=O)c1cc(NC(=O)c2ccccc2)c(=O)oc1/C=C/Nc1ccc(Oc2ccccc2)cc1
    -1	1.4	4	12	-1	7	4	17	21
O=C(Nc1ccc(C(=O)N2CCOCC2)cc1)Nc1cccc(Cl)c1
    -1	3.3	-23	6	-1	-12	-23	-27	26
O=S(=O)(N/N=C\c1cccn1-c1ccccc1)c1ccc2ccccc2c1
    9	-2.0	11	7	-5	8	0	-8	31
CC(C)CNC(=O)c1c(F)c(F)c(F)c(F)c1F
    5	-0.6	11	11	-2	-6	1	-2	-3
CCc1ccccc1NC(=O)c1ccc(NCCc2ccccc2)c([N+](=O)[O-])c1
    -2	3.2	15	19	3	20	17	22	-4
CCOCCCNC(=O)c1ccc2c(c1)ncn2C1CCCC1
    2	1.1	-6	5	3	-6	9	-6	13
Cn1c2ccccc2c2nnc(SC3CCOC3=O)nc21 (stereo unspecified)
    1	-3.5	3	-2	1	-5	9	-4	4
O=C(CS(=O)(=O)c1c[nH]c2ccccc12)Nc1ccc2c(c1)OCCO2
    1	1.8	-7	1	4	-3	-44	-2	8
O=C(CSc1nnnn1Cc1ccccc1)Nc1ccccc1
    -2	-0.8	0	7	2	3	-18	-4	18
COc1ccc(C(=O)C2CCCN(Cc3cccn3-c3cccnc3)C2)cc1OC (stereo unspecified)
    -2	-1.2	-12	5	0	-6	10	-1	4
CCOc1ccc(NC(=O)COc2nsnc2N2CCOCC2)cc1
    0	0.2	9	1	-3	-6	-3	2	-12
O=C(Nc1cccc(-n2cnnn2)c1)c1ccncc1
    -2	-0.9	8	-15	-1	7	6	1	-25
O=C(OCCOCCN=C1NS(=O)(=O)c2ccccc21)c1ccc(F)cc1
    -4	-0.5	-9	18	-1	-1	12	1	-1
COc1ccc(C(=O)NNC(=O)Nc2ccc(Cl)cc2)cc1
    -5	-0.2	19	2	-4	7	-24	-2	-9
Cc1c(CC(=O)O)c(=O)oc2c(C)c(OCc3ccc(F)cc3Cl)ccc12
    -3	-0.1	25	5	-3	-3	11	8	-6
COc1ccc(NC(=O)CSc2ccccn2)cc1OC
    -2	-1.5	-4	-10	0	-2	2	-4	-3
O=C(c1cccc(-c2ccc(O)cc2)c1)N1CCN(c2ccc(F)cc2)CC1
    -3	-1.1	11	-7	1	4	9	2	3
COc1cc(C(=O)Nc2cc(C)ccn2)cc(OC)c1OC
    1	0.2	-12	9	-1	-4	-1	-5	23

2 entries drawn at random from the list so far:
Value order – UPR XBP1 act	UPR CHOP act	Mdm2-MdmX inh	CCR6 antag	APJ agonist	CXCR6 inh	APJ antagonist	EBI2 antag	tim23-1 inh
CCc1ccccc1NC(=O)c1ccc(NCCc2ccccc2)c([N+](=O)[O-])c1
    -2	3.2	15	19	3	20	17	22	-4
CCOc1ccc(NC(=O)COc2nsnc2N2CCOCC2)cc1
    0	0.2	9	1	-3	-6	-3	2	-12

Screening results from PubChem.

An excerpt, so the mix of outcomes need not match the whole.
